High-throughput results from PubChem.
PAFAH1B3 inh: blocks human PAF acetylhydrolase 1B catalytic subunit 3; recombinant PAFAH1B3, FP-rhodamine probe, fluorescence polarization; inhibition, % at 3.39 µM; actives 0.28% (n = 340,000);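 active means inhibition above the screen-wide average of all tested compounds plus 3 SD, cut at about 25% in these data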;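 further: 0% = enzyme with DMSO only and 100% = wells lacking PAFAH1B3 protein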
Target sequence (Q15102 whole entry, looked up): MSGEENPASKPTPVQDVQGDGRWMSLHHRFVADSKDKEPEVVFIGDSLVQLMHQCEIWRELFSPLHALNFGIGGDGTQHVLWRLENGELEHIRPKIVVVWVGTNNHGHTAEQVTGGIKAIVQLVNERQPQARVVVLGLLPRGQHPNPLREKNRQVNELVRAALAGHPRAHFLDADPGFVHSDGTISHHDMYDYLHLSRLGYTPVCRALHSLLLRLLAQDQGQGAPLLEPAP
PAFAH1B2 inh: blocks human PAF acetylhydrolase 1b catalytic subunit 2; inhibition, % at 3.39 µM; actives 1.2% (n = 340,000); P68402; recombinant PAFAH1B2, FP-rhodamine activity probe, fluorescence polarization; AID 492953;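 active means inhibition above the mean of all tested compounds plus 3 SD, cut at about 24% in these data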;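 further: 0% = enzyme with DMSO and 100% = wells lacking PAFAH1B2; many of its hits are not listed in these tables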
PME-1 primary: blocks human protein phosphatase methylesterase 1; recombinant PME-1, FP-Rh probe fluorescence polarization; inhibition, % at 5.9 µM; actives 0.53% (n = 320,000); AID 2130;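 active means inhibition above the campaign mean of all compounds plus 3 SD, cut at about 26% in these data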;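 further: competitive labeling of PME-1 active site by serine hydrolase directed probe; 0% = PME-1 with DMSO and 100% = wells lacking PME-1 enzyme; inhibitors block probe labeling so polarization falls and inhibition rises; many of its hits are not listed in these tables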
pPAFAH FP inh: inhibitors of human plasma PAF acetylhydrolase (pPAFAH). recombinant pPAFAH, FP-rhodamine probe fluorescence polarization. inhibition, % at 3.39 µM. actives 1.5% (n = 330,000);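 active means inhibition above the mean inhibition across the screen plus 3 SD, cut at about 25% in these data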;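 further: inhibitors block binding of the rhodamine activity-based probe so polarization drops; 0% = enzyme with DMSO and 100% = wells lacking pPAFAH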
LYPLA1 inh: counter-screen for PME1 inhibitors: inhibitors of human LYPLA1; recombinant LYPLA1, FP-Rh probe fluorescence polarization; inhibition, % at 5.9 µM; actives 0.16% (n = 320,000);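 active means inhibition above the mean of all tested compounds plus 3 SD, set per campaign, cut at about 14% in these data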;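 further: inhibitors block serine hydrolase probe labeling of LYPLA1 so polarization falls; 0% = enzyme with DMSO and 100% = wells lacking LYPLA1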
PAD4 inh: inhibitors of human PAD4; recombinant PAD4, RCA probe fluorescence polarization; Q9UM07; actives 0.41% (n = 330,000); inhibition, % at 6.36 µM;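 active means percent inhibition above a cutoff equal to the mean of all tested compounds plus 3 SD, cut at about 15% in these data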;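 further: 0% = PAD4 with RCA probe and DMSO and 100% = probe without PAD4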
Target sequence (Q9UM07 whole entry, looked up): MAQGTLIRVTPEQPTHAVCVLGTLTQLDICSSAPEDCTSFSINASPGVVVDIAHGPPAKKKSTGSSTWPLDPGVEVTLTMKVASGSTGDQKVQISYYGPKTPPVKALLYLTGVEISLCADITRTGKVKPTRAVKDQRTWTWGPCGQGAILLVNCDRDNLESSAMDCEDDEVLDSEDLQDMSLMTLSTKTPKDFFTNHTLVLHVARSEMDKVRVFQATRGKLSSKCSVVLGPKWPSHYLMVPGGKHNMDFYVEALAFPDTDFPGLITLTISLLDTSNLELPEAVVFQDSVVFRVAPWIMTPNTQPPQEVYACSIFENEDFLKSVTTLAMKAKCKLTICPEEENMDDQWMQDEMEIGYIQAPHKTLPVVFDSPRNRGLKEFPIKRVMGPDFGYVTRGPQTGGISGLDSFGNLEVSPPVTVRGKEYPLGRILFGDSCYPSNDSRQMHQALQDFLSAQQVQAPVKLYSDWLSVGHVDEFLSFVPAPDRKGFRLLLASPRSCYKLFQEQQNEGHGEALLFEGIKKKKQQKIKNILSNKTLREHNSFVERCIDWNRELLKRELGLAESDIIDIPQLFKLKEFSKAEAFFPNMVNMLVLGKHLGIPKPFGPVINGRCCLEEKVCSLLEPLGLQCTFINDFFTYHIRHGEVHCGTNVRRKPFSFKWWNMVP
LYPLA2 inh: counter-screen for PME1 inhibitors: inhibitors of human LYPLA2; recombinant LYPLA2, FP-Rh probe fluorescence polarization; inhibition, % at 5.9 µM; actives 0.38% (n = 320,000);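 active means inhibition above the screen-wide mean plus 3 SD, limit set per campaign, cut at about 26% in these data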;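 further: 0% = LYPLA2 with DMSO and 100% = wells lacking LYPLA2 enzyme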
GSTO1 counter: counter-screen for RBBP9 inhibitors: inhibitors of human GSTO1; recombinant GSTO1, activity-based probe fluorescence polarization; P78417; actives 1.1% (n = 300,000); inhibition, % at 5.96 µM; AID 1974;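 active means inhibition above the campaign mean inhibition plus 3 SD, cut at about 35% in these data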;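 further: 0% = GSTO1-1 with DMSO and 100% = wells lacking GSTO1-1 enzyme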
PREPL inhibitor: inhibitors of human prolyl oligopeptidase-like enzyme PREPL; Q4J6C6; recombinant PREPL, fluorescence polarization activity-based probe; inhibition, % at 5.96 µM; actives 0.68% (n = 320,000); in the data active means inhibition above about 43%;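 further: 0% = enzyme with DMSO and 100% = wells lacking enzyme; many of its hits are not listed in these tables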
The depositor's hits bear a star; nt = no result given.

SMILES	PAFAH1B3 inh	PAFAH1B2 inh	PME-1 primary	pPAFAH FP inh	LYPLA1 inh	PAD4 inh	LYPLA2 inh	GSTO1 counter	PREPL inhibitor
CC(OC(=O)c1ccc(O)cc1)C(=O)Nc1nc(-c2ccccc2)cs1 (centres undefined)	-16	-6	-28	-1	-20	-2	-29	nt	-6
COc1ccccc1C(=O)N1CCN=C1SCc1cccnc1	11	1	-4	-5	-1	3	6	4	16
O=C(CNS(=O)(=O)c1ccccc1)OCc1cccc([N+](=O)[O-])c1	3	-1	-9	2	4	0	-3	-3	3
CC1CC(O)(Cc2ccccc2)C(C)CN1C (centres undefined)	3	5	0	4	0	-2	3	-1	1
O=C(CN1CCN(Cc2ccc(F)cc2)CC1)Nc1ccccc1F	9	10	4	0	2	2	9	13	14
Cc1ccc(N(CC(=O)NCc2ccccc2)C(=O)CCC(=O)Nc2ccccn2)cc1	-10	5	2	3	-2	0	-3	7	-13
Cc1ccc(C)n1-c1nccc(-c2cccs2)n1	5	0	2	4	5	-2	3	1	3
Cc1cc[n+](CC(=O)Nc2ccccc2)cc1	5	9	1	-1	2	-6	-7	-2	12
NC(=O)C1CCN(C(=O)NC2CC(=O)N(c3ccc4c(c3)OCCO4)C2)CC1 (centres undefined)	6	4	-2	1	1	2	1	-4	-3
CCOc1ccc(-c2csc(NC(=O)CSC3=NC(=O)CN3C(C)=O)n2)c2ccccc12	-3	0	-6	16	-3	-15	-1	0	-1
C=CCN(CC=C)CCOc1ccccc1F	-6	-2	1	-1	-1	0	-9	-3	-11
N#CCn1c(C2CCCCC2)nc2ccccc2c1=O	-9	-2	3	7	-3	-4	-4	2	-8
O=C(O)c1cccc(Nc2ncnc3ccccc23)c1	1	7	-3	0	1	-4	5	-1	5
CCc1nn(CC(=O)N(C)C2CCCCC2)c(=O)c2cc3cc(C)ccc3n12	6	1	-2	-5	-1	0	-1	-2	9
Cc1cccc(N(Cc2ccccc2)C(=O)c2ccc(S(C)(=O)=O)cc2)c1	9	2	0	0	5	-4	1	-1	15
COc1ccc(C(CC(=O)O)NC(=O)C2CCCCC2)cc1 (centres undefined)	4	16	0	5	2	-2	3	-3	16
CCCCc1ccc(-c2ccc(Br)cc2)nc1	13	12	-5	3	1	1	-2	-5	10
Cc1ccc2nc(SCc3ccc([N+](=O)[O-])cc3)nc(C)c2c1	4	3	-2	1	2	4	3	1	16
COC(=O)c1ccc(CN2C(=O)C3CCCCC3C2=O)o1 (centres undefined)	4	4	-3	2	0	2	5	13	1
Nc1ncnc2c1ncn2[C@@H]1O[C@H](CNCc2ccc(-c3cc(C(F)(F)F)ccc3Cl)o2)[C@@H](O)[C@H]1O	8	5	nt	1	nt	2	nt	nt	nt

The last 2 compounds of the part above open the next one.
SMILES	PAFAH1B3 inh	PAFAH1B2 inh	PME-1 primary	pPAFAH FP inh	LYPLA1 inh	PAD4 inh	LYPLA2 inh	GSTO1 counter	PREPL inhibitor
COC(=O)c1ccc(CN2C(=O)C3CCCCC3C2=O)o1 (centres undefined)	4	4	-3	2	0	2	5	13	1
Nc1ncnc2c1ncn2[C@@H]1O[C@H](CNCc2ccc(-c3cc(C(F)(F)F)ccc3Cl)o2)[C@@H](O)[C@H]1O	8	5	nt	1	nt	2	nt	nt	nt
CCOC(=O)C1(C)NC(c2cccs2)C2C(=O)N(c3ccc(C)cc3)C(=O)C21 (centres undefined)	-1	3	-2	-5	-2	0	-6	11	7
COc1ccc(CN(CCC#N)C(=S)NC(=O)c2ccccc2)cc1	14	-1	4	0	-1	4	8	12	-3
O=C1N/C(=C/c2ccc(Br)cc2)C(O)=C1C=NCc1ccccc1	3	-3	4	1	1	-1	7	-1	3
COc1cccc(SCc2noc(C(=O)NCC3CC3)c2C(=O)NCC2CC2)c1	7	7	-1	2	1	2	3	3	10
COC(=O)c1ccc(CN2[C@H](C(=O)OC)C[C@@]3(O)[C@H](O)[C@H](O)[C@H](O)C[C@@H]23)cc1	5	5	-3	1	1	-3	3	4	-1
O=C(COC(=O)/C=C/c1cccc(F)c1)Nc1ccccc1	12	3	-8	10	-1	0	4	-2	21
COc1cc2nc(C3CCC3)nc(N3CCN(c4ccccc4OC)CC3)c2cc1OC	6	5	5	12	4	2	1	-3	15
COc1cc(SC)ccc1C(=O)N1CCN(c2ccccc2)CC1	nt	nt	0	0	-2	1	2	12	16
COc1ccccc1Nc1ncnc2c1cnn2-c1cccc(C)c1	0	6	-4	-6	-3	-3	2	-6	6
O=C(CNC(=O)c1ccc(Br)cc1)NCC(=O)OCc1ccc(Cl)cc1	2	2	2	0	-1	-1	3	5	-8
O=C(N/N=C1\CCc2ccccc21)c1ccccc1Cl	-5	-4	4	1	-3	-2	2	-1	5
COc1ccc(CNC(=O)c2ccc(N(C)S(=O)(=O)c3ccc(C)cc3)cc2)cc1	0	6	-4	-4	-7	0	-20	-6	9
COc1cc(CNn2c(C)n[nH]c2=S)cc(Br)c1OCc1ccc(F)cc1	7	1	5	12	-3	3	-2	-4	11
Cc1cc(C)c2c(N)c(C(=O)c3ccc(Cl)cc3)sc2n1	1	-2	-12	-7	-1	-8	-2	-2	10
Cc1ccc(C)c(N2CCN(c3ccc(N4C(=O)COCC4=O)cc3[N+](=O)[O-])CC2)c1	9	2	1	5	0	-2	-4	-2	13
COc1ccc(Br)cc1C(=O)Nc1cc(C)cc(C)c1	-3	3	-19	-9	-5	-1	-2	4	15
Cc1ccc(N(O)C(=O)NCCCCNC(=O)N(O)c2ccc(C)cc2)cc1	-1	0	2	-5	-4	-5	-3	7	2
CN(C)S(=O)(=O)n1cnc([C@H]2c3c(ncn3Cc3ccccc3)C[C@H]3COC(=O)[C@@H]32)c1	3	4	1	1	0	1	0	nt	-1
CC(NC(=O)C12CC3CC(CC(C3)C1)C2)C(=O)NCCN(C)C (centres undefined)	3	9	-4	-2	3	-4	0	9	5
CCn1cc(/C=N\NC(=O)COc2cccc(C)c2C)c(C)n1	7	4	1	4	-3	2	-2	4	9
Cc1ccc(C23CC4CC(CC(NC(=O)NC(C)(C)CO)(C4)C2)C3)cc1	4	-1	-1	-5	-2	1	2	0	-39
C=CCNc1nc(-c2c(C)nc3sccn23)cs1	6	5	-2	2	0	1	0	-2	5
O=C1Nc2ccccc2C1c1ncc(C(F)(F)F)cc1Cl (centres undefined)	13	2	-9	-7	-3	-6	-2	-7	-7
COC(=O)c1ccc(NC(=O)CCn2c(=O)oc3ccccc32)cc1	7	0	0	1	-2	3	-3	9	-5
c1ccc2[nH]c(CSc3nnc(-c4ccncc4)o3)nc2c1	10	3	-5	4	1	1	2	18	-4
O=C(COc1ccccc1Cl)Nc1ccc2c(c1)OCO2	-3	3	-2	5	0	-6	-6	-2	3
O=C(CSc1ccccn1)N1CCCC(Nc2ccc(F)c(F)c2)C1 (centres undefined)	21	2	4	5	-1	-3	2	0	7
CCCn1nc(C(=O)OCC(=O)Nc2ncc(Cl)c(C)c2Cl)c2ccccc2c1=O	-3	-2	3	3	2	2	7	6	-2
COc1ccc(-c2coc3c(CN4CCOCC4)c(O)ccc3c2=O)cc1	4	1	-6	3	-2	4	5	16	13
COCCN(Cc1cn(C)nc1-c1ccccc1F)C(C)C	14	1	-1	-2	-2	1	4	-2	6
Cn1cccc1C(=O)NC(=O)CSc1cccc[n+]1[O-]	1	-2	0	3	1	1	3	5	5
CS(=O)(=O)N1N=C(c2ccccc2)CC1c1ccc2nccnc2c1 (centres undefined)	3	-4	6	6	0	-1	5	-3	-9
COc1ccc(C(=O)NCc2csc(-c3cccs3)n2)cc1	-6	-2	1	-1	-2	1	5	-4	-12
Cc1ccc(NC(=O)Cc2ccccc2F)cc1S(=O)(=O)N1CCCCCC1	0	-5	-2	2	-5	-5	-4	nt	18
COc1ccc(/C=N/Nc2nc(NCc3ccco3)nc(Nc3ccc(OC)cc3)n2)cc1	20	2	11	-6	-3	3	5	-9	26
CCOc1ccc(NC(=O)C(C)C(Cc2ccc(C)cc2)C(=O)O)cc1 (centres undefined)	7	2	2	3	0	-2	0	-2	1
CC(=O)Nc1cccc(C(=O)OCC(=O)NNC(=O)c2cccs2)c1	6	-2	-5	-6	0	-4	2	7	-1
O=C(COC(=O)c1ccncc1)Nc1cccc2ccccc12	15	9	nt	10	nt	-3	nt	nt	11
O=C(Nc1ccccc1)N(CCCN1CCOCC1)Cc1ccccc1F	-1	5	1	0	4	4	11	2	8
NS(=O)(=O)c1cccc(C(=O)NC2CCSc3ccccc32)c1 (centres undefined)	4	9	0	4	1	3	-8	6	20
COc1cccc(CN2CCC(CO)(CC3CCCCO3)CC2)c1 (centres undefined)	2	4	-4	0	2	-8	0	-1	11
CCOc1cccc(CN2CCCC(C(=O)c3cc(Cl)ccc3OC)C2)c1O (centres undefined)	2	3	1	3	0	2	13	13	29
COc1ccccc1C(=O)Nc1cc(Cl)ccc1-n1cncn1	13	3	-7	-9	0	-1	-8	-1	6
Cc1ccccc1N(CC(=O)N1CCN(c2ccccc2)CC1)S(C)(=O)=O	6	1	0	7	3	2	2	-2	-4
CCOc1[nH]c(/N=C/c2ccco2)c(C#N)c1C#N	12	12	3	12	3	6	1	14	6
c1ccc(CC(Nc2ccccn2)c2ccccc2)cc1 (centres undefined)	5	3	-2	13	-1	-2	6	3	-17
C/C(CC(=O)NCc1ccc(F)cc1)=N\NC(N)=S	-7	1	0	-4	3	-8	1	-8	5
COc1ccc(Cn2nnnc2CN2CCc3ccccc3C2)cc1	14	3	-6	7	-2	-5	0	0	-34
Cc1ccc(S(=O)(=O)N2CCC(C(=O)NNC(=O)c3ccc(F)cc3)CC2)cc1	2	10	1	4	-1	-1	-9	-1	-2
O=c1c(Cc2ccccc2)c(O)ccn1Cc1ccco1	5	6	0	-2	-1	1	-1	-2	-1
COc1ccc(-c2ccc(-c3noc(-c4ccccc4OC)n3)c(OC)n2)cc1	-4	-3	-19	-6	-12	-12	-18	-14	-2
CCCOc1ccc(CNC(=O)C2CCN(c3nnc(N4CCCC4=O)s3)CC2)cc1	5	-5	-5	8	0	2	0	7	-7
COc1ccc(CN(Cc2ccccn2)C(=O)CN2C(=O)COc3ccccc32)cc1	8	0	6	2	5	1	2	-3	2
COc1ccc(C(CC(=O)O)NC(=O)c2cc3cc(Br)ccc3oc2=O)cc1OC (centres undefined)	4	8	-1	2	2	-4	-2	8	0
COc1ccc(CCNC(=O)c2ccccc2NC(=O)C2=C(C)OCCS2)cc1OC	4	2	-4	4	4	-6	9	7	10
CCOC(=O)c1cnc(SCC(=O)N2CCOCC2)nc1N	6	7	4	2	1	3	1	0	10
CN(c1ccccc1)S(=O)(=O)c1ccc(C(=O)Nc2nnc(C3=COCCO3)o2)cc1	8	6	-3	5	-1	1	7	-40	7
Cc1ncoc1C(=O)Nc1nccs1	11	1	0	3	-1	2	-4	2	3
Cc1ccc(NC(=O)COc2cccc(C)c2C)cc1S(=O)(=O)N1CCCCCC1	-8	-11	-29	-3	-13	3	-35	-7	26
CN(C)CC1(c2ccccc2)CCCC1	0	5	-13	-2	-6	-7	-7	5	-12
O=C(OCC(=O)N1CCN(c2ccccc2)CC1)c1ccc[n+]([O-])c1	5	5	1	0	0	-4	-9	22	32
CC(C)C/C(O)=C/c1nc2cc(Cl)ccc2oc1=O	9	4	-5	3	-6	-6	2	13	3
O=C(COC(=O)COc1ccc(Cl)cc1Cl)NC1CCS(=O)(=O)C1 (centres undefined)	12	11	nt	3	nt	-1	nt	nt	5

Not all compounds are listed. The share of hits here may be higher or lower than overall.
